HCV inh = inhibitors of hepatitis C virus infection; Huh7.5.1 HCVcc-Cre infection, luciferase reporter, 44 h; Potency, µM (highest dose often 41.8 µM), inactives show at the highest dose activity change, negative = inhibition, hits mostly inhibitors; 3.4% of 340,000 active; further: potency means the concentration at half of the fitted maximal effect
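Antiviral activity was scored by luciferase reporter output from cells infected with HCVcc-Cre (~0.5 moi) in presence of compound, 44 h infection period, cells seeded 1,000/well 4 h prior.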
TbPYK inhibitor = inhibitors of Trypanosoma brucei pyruvate kinase | Q57TT1 | TbPYK enzyme, Kinase-Glo Plus ATP luminescence, 45 min | Potency, µM (top dose mostly 76.8 µM), for the others: at the top dose activity, negative = inhibition, usual class: inhibitors | 0.12% of 410,000 active | AID 624173; further: potency means the concentration at half of the fitted maximal effect; nearly all actives have a fitted effect of over 50% in size
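ADP (130 uM final) triggers the TbPYK reaction after compound addition; incubation is 45 min at room temperature. Kinase-Glo Plus is then added and luminescence imaged. Normalized data are fitted to concentration-effect curves.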
LmPK inhibitor = blocks Leishmania mexicana pyruvate kinase activity; purified LmPK, Kinase-Glo ATP luminescence, 1 h; Q27686; 0.37% of 290,000 active; Potency, µM (titrated, usually from 57.5 µM), for the others: top-dose activity change, negative = inhibition, usual class: inhibitors; further: potency means the concentration at half of the fitted maximal effect
Target sequence (Q27686 whole entry, looked up): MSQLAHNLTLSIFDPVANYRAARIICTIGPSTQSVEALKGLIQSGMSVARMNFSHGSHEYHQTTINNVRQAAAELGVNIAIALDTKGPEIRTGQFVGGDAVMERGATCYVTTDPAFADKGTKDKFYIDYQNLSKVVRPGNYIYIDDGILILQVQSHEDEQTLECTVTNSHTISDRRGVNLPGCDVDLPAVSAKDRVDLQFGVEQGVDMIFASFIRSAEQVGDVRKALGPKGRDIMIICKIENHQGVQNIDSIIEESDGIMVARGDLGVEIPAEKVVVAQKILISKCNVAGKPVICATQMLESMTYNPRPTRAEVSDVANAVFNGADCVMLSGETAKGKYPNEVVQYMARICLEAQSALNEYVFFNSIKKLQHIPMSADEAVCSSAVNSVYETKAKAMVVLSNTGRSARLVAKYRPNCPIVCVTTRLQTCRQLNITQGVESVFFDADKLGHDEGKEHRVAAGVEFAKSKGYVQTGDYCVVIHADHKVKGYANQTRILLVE
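0.1 nM LmPK, 0.5 mM PEP, 0.1 mM ADP; 50 mM imidazole pH 7.2, 7 mM MgCl2, 50 mM KCl; 1 h RT. Kinase-Glo luminescence readout, normalized to no-enzyme (full inhibition) and uninhibited wells.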
HCMV inh = inhibitors of human cytomegalovirus | activity change, negative = inhibition, % at 57.5 µM | 4.5% of 410,000 active | AID 1259415 | HFF cells, HCMV-luciferase reporter, 72 h; hits give low values; in the data active means activity change below about -60%; inconclusive means no clear call, values can overlap the other calls; inactive means above about -39%
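Steps: HFFs plated, 16 h 37C; compounds added; HCMV-luciferase added to MOI 1 PFU/cell; 72 h 37C; OneGlo reagent, 5 min room temperature; luminescence read, normalized to controls.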
AMA1 RON2 block = AMA1-RON2 (P. falciparum) interaction inhibition. AlphaScreen AMA1-biotinylated RON2 peptide binding. Potency, µM (highest dose often 58.2 µM), inactives show at the top dose activity change, negative = inhibition, hits mostly inhibitors. 0.2% of 360,000 active;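 further: potency means the concentration at half of the fitted maximal effect; 0% = vehicle wells and -100% = peptide control; nearly all actives have a fitted effect of over 45% in size; some results filed as inactive show a strong effect at the top dose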
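AMA1 (3D7) with his tag at 25 nM final met compounds first, then biotinylated RON2 peptide at 25 nM; detection used donor plus acceptor beads, 10 µg/mL apiece, read by AlphaScreen after 30 min at room temperature.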
AmpC no deterg = blocks E. coli AmpC beta-lactamase in detergent-free assay | AmpC nitrocefin hydrolysis, absorbance 480 nm, 0.0001% Triton | 0.52% of 330,000 active | P00811 | Potency, µM (doses to about 57.1 µM), for the others: at the top dose activity change, negative = inhibition, most hits filed as inhibitors | AID 485341;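 further: potency means the concentration at half of the fitted maximal effect; plate controls were no compound for no effect and no enzyme for full effect; nearly all actives have a fitted effect of over 20% in size; some results filed as inactive show a strong effect at the top dose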
Target sequence (P00811 whole entry, looked up): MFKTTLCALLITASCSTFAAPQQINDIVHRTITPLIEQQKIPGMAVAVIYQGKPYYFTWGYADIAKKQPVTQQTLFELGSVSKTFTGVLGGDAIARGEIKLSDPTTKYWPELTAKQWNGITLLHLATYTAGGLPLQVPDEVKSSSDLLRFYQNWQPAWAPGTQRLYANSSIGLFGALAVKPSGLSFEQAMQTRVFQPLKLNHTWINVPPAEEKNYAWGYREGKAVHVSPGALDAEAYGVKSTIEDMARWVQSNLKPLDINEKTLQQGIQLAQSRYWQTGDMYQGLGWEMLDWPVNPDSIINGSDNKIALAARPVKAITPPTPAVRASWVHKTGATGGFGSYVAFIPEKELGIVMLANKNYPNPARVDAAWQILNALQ
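20 mM phosphate pH 7.0 + 0.01% (detergent screen) or 0.0001% Triton X-100; 5.3 nM AmpC reagent; cpd preinc 15 min RT; nitrocefin (800 uM stock) to start; A480 q20 s × 4 min; Activity was normalised to no-enzyme and no-compound control wells.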
AmpC detergent = blocks E. coli AmpC beta-lactamase in detergent assay; P00811; AmpC hydrolysis of nitrocefin, absorbance 480 nm, 0.01% Triton; Potency, µM (titrated, usually from 114 µM), for inactives: at the highest dose activity change, negative = inhibition, actives largely listed as inhibitors; 0.041% of 370,000 active; AID 485294;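 further: potency means the concentration at half of the fitted maximal effect; 0% = no-compound wells and -100% = no-enzyme wells; nearly all actives have a fitted effect of over 25% in size; some results filed as inactive show a strong effect at the top dose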
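20 mM phosphate pH 7.0 + 0.01% (detergent screen) or 0.0001% Triton X-100; 5.3 nM AmpC reagent; cpd preinc 15 min RT; nitrocefin (800 uM stock) to start; A480 q20 s × 4 min; Activity was normalised to no-enzyme and no-compound control wells.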
* hit, by the source's call; ? = inconclusive; . = no result given; ! = a repeat was not active; [ ] = remark or other dose. Unless noted, the call rests on the fitted dose curve; in most records, active means well fitted curve in the direction sought with a large enough effect; inconclusive means small, poorly fitted or top-dose-only effect, or another doubt; inactive means no such curve, though single readings can be large; an effect the other way counts as inactive or inconclusive. Unless noted, on the % scale 0 is the no-effect control and ±100 the full control effect. The order is random, and some 7.5% of all compounds hit somewhere here.

item	SMILES	AmpC detergent	AMA1 RON2 block	HCV inh	TbPYK inhibitor	HCMV inh	AmpC no deterg	LmPK inhibitor
1	COc1ccccc1N1CCN(C(=O)c2sc3nc(-c4ccccc4)cn3c2C)CC1	-4%	-27%	11µM*!	-5%	-13	169%[activator]	-1%
2	Nn1c(C2CCCCC2)nc2ccccc2c1=O	-3%	7%	25%	-1%	?	-12%	-10%
3	O=C(CCc1ccccc1)Nc1nc2nc(-c3ccccc3)cc(=O)n2[nH]1	?	7%	11%	-5%	-25	-33%	-21%
4	CCCc1cc(=O)[nH]c(SCC(=O)N(CC)c2c(N)n(Cc3ccccc3)c(=O)[nH]c2=O)n1	-21%	-11%	7%	-6%	3	-6%	.
5	O=C1CCC(C(=O)OCC(=O)Nc2ccc(OC(F)F)cc2)=NN1	.	-2%	.	-2%	5	.	.
6	COc1ccccc1C(C)NC(=O)c1ccc(NC(=O)CC2SC(N3CCCC3)=NC2=O)cc1 (configuration not stated)	4%	-6%	-5%	-9%	9	155%[activator]	.
7	COCc1cc(C)nc2sc(C(=O)Nc3nccs3)c(N)c12	?	139%[activator]	-23%	6%	66	51%	1%
8	COc1ccc(C2=NNC(c3cccnc3)=Nc3ccc(OC)cc32)cc1	-7%	-5%	7%	2%	-30	50%	7%
9	O=C(NCC1CCCO1)c1ccc2c(c1)N(Cc1ccc(F)cc1)CCS2 (configuration not stated)	-10%	-13%	-1%	-11%	-37	16%	10%
10	CCCSc1nc2ccccc2n1CC(=O)O	-3%	0%	25%	0%	-26	-9%	-4%
11	O=C(NCCN1C(=O)C2C3C=CC(C3)C2C1=O)Nc1ccccc1 (configuration not stated)	0%	7%	14%	-5%	-5	-9%	2%
12	C/C(=N/NS(=O)(=O)c1ccc(C)cc1)c1ccc2c(c1)OCO2	-23%	14%	13%	3%	35	-29%	1%
13	CC1CCCCN1CC(=O)NC(c1ccccc1)c1ccccc1 (configuration not stated)	-5%	10%	-7%	-4%	7	6%	-5%
14	CC(=O)OC(C(=O)N1CCOCC1)c1c(F)cccc1F (configuration not stated)	7%	3%	-23%	3%	32	-11%	6%
15	Cc1ccc(C(=O)NNC(=O)C(C)Sc2nc(N)cc(N)n2)cc1 (configuration not stated)	0%	12%	9%	-8%	25	-14%	-2%
16	CN1CCN(S(=O)(=O)c2cccc(C(=O)Nc3sccc3C(N)=O)c2)CC1	-19%	-9%	?	-5%	47	-23%	.
17	O=C1c2ccccc2C(=O)N1CC1c2ccccc2CCN1C(=O)N1CCOCC1 (configuration not stated)	?	-2%	16%	-8%	.	-7%	1%
18	Cc1nn(Cc2ccc(F)cc2)c(C)c1NC(=O)c1cc(CC(C)C)on1	-8%	.	.	-6%	-39	.	.
19	C[C@@H]1CN([C@H](C)CO)C(=O)CCCn2nncc2CO[C@@H]1CN(C)C(=O)NC1CCCCC1	.	0%	.	6%	-18	.	.
20	COc1ccc(-c2csc(NC3CCCCC3)n2)c(OC)c1	-7%	-22%	?	-9%	-36	-39%	10%
21	CCN(CC)CCCNC(=O)C(C)n1c2ccccc2c2nc(=O)cc(C)n21 (configuration not stated)	5%	-4%	-3%	-4%	0	-30%	1%
22	CC1=NN(C(N)=S)C(=O)C1N=Nc1ccccc1C(=O)O (configuration not stated)	?	86%[activator]	6%	-3%	42	-43%	5%
23	CC[C@@H](C)[C@@H]1CN([C@@H](CN2CCC[C@H]2CN2C(N)=NC[C@@H]2Cc2ccccc2)C(C)C)C(=N)N1CCCC1CCCC1	.	26%	7%	2%	.	43%	.
24	O=C(Nc1ccc(F)cc1F)c1cc2ncc(Br)cn2n1	-6%	.	.	.	2	-9%	5%
25	CC(C)CNC(=O)COC(=O)/C=C/c1ccco1	-2%	13%	-12%	0%	47	-8%	-4%
26	Cc1ccc(CNC(=S)Nc2cc(C(=O)O)ccc2C)cc1	-1%	-6%	6%	-4%	-18	86%[activator]	0%
27	CSc1nnc(C)c(=O)n1COC(=O)c1ccc(S(=O)(=O)N2CCCC2)cc1	4%	19%	8%	-2%	10	66%[activator]	-3%
28	COc1cccc(C(=O)Oc2ccc(/C=N/Nc3ccc(C(=O)O)cc3)cc2OC)c1	-13%	-26%	8%	-5%	93	-39%	2%
29	CCn1c(O)c(N=Nc2ccc(Cl)c(C(=O)O)c2)c2ccccc21	7%	0%	4%	10%	18	-36%	3%
30	CC(C)CC(=O)NC(=S)NNC(=O)c1ccc([N+](=O)[O-])cc1	-7%	19%	-13%	-18%	34	-12%	-21%

Three structures already listed, arranged by length of the SMILES, low to high:
item	SMILES	AmpC detergent	AMA1 RON2 block	HCV inh	TbPYK inhibitor	HCMV inh	AmpC no deterg	LmPK inhibitor
7	COCc1cc(C)nc2sc(C(=O)Nc3nccs3)c(N)c12	?	139%[activator]	-23%	6%	66	51%	1%
29	CCn1c(O)c(N=Nc2ccc(Cl)c(C(=O)O)c2)c2ccccc21	7%	0%	4%	10%	18	-36%	3%
3	O=C(CCc1ccccc1)Nc1nc2nc(-c3ccccc3)cc(=O)n2[nH]1	?	7%	11%	-5%	-25	-33%	-21%

(cont.)
item	SMILES	AmpC detergent	AMA1 RON2 block	HCV inh	TbPYK inhibitor	HCMV inh	AmpC no deterg	LmPK inhibitor
31	CC1(C)CC(=O)C(C(c2ccc3c(c2)OCO3)C2C(=O)CC(C)(C)CC2=O)C(=O)C1	.	-4%	.	?	-19	.	.
32	c1ccc(-c2ccc(CN3CCN(c4ncccn4)CC3)cc2)cc1	2%	?	6%	5%	12	104%[activator]	1%
33	COc1ccc(NC(=O)CN(C)C(=O)Cc2ccc(S(=O)(=O)N3CCOCC3)s2)cc1	0%	?	15%	-7%	38	-3%	.
34	Cc1oc2ncn(CC(C)C)c(=O)c2c1C(=O)Nc1ccc(Cl)cn1	14%	.	.	-8%	4	.	.
35	Cc1ccc(Nc2nc(NCc3ccco3)c3ccccc3n2)cc1	1%	-26%	3.5µM*	0%	-82*	-30%	-6%
36	NNC(=O)c1ccc(N2CCCCCC2)c([N+](=O)[O-])c1	1%	33%[activator]	?	-1%	?	-42%	8%
37	CCOC(=O)C1CCN(C(=O)CN2C(=O)COc3ccc(C(C)(C)C)cc32)CC1	1%	-7%	-2%	4%	-37	124%[activator]	7%
38	CCc1ccc2c(c1)-c1ccccc1S(=O)(=O)N2CC(=O)N1CCC(C)CC1	15%	.	.	2%	37	.	.
39	CCOc1ccc(CC(=O)N/N=C(\C)c2cccnc2)cc1OCC	?	52%[activator]	-12%	1%	4	-13%	7%
40	CCOC(=O)NC(=O)C(/C=N/c1sccc1C(=O)OC)=C(\C)O	2%	7%	0.56µM*	-2%	-5	-6%	3%
41	O=C(N/N=C/c1ccc(N2CCOCC2)o1)c1cccc(C(F)(F)F)c1	-5%	71%[activator]	-3%	?	5	56%	-1%
42	Cc1cc(C)c2nc(C(F)(F)F)nc(NCCCN3CCCC3=O)c2c1	-4%	-22%	?	5%	-8	7%	3%
43	CC(=O)c1ccc(N2CCN(C(=O)COc3ccccc3F)CC2)c(F)c1	-3%	-4%	-2%	0%	1	-4%	0%
44	COc1ccccc1N1CCN(C(=O)C2CCN(C(=O)c3ccccc3C)CC2)CC1	-10%	9%	-27%	6%	-11	167%[activator]	7%
45	COc1cccc(-c2nnc(SC(C(=O)c3c[nH]c4ccccc34)c3ccccc3)n2C)c1 (configuration not stated)	-3%	-2%	?	0%	-28	-20%	0%
46	CCCCn1cnc2cc(NCc3ccncc3)ccc21	2%	0%	-8%	-15%	-24	-7%	4%
47	Cc1cc(C(=O)COC(=O)c2ccc3c(c2)OCO3)c(C)n1CC1CCCO1 (configuration not stated)	-9%	2%	2%	-1%	-26	51%	-28%
48	C[C@H]1COc2cc(N3CC[C@H](O)C3)ccc2S(=O)(=O)N1	.	4%	.	3%	-19	.	.
49	O=C1N=C(N2CCOCC2)S/C1=C\c1ccc(-c2ccccc2Cl)o1	?	13%	-11%	-3%	20	-10%	-2%
50	O=[N+]([O-])c1cccc2nc3ccccc3c(NCCCn3ccnc3[N+](=O)[O-])c12	.	-5%	?	-1%	-97*	.	.
51	COc1ccc(CCN2C(=O)c3[nH]nc(-c4ccccc4O)c3C2c2ccccc2)cc1 (configuration not stated)	14%	.	.	-3%	-22	.	.
52	COc1cccc(N2[C@@H](CC(C)=O)c3ccc(/C=C/C(C)=O)cc3S2(=O)=O)c1	.	-4%	?	0%	95	.	.
53	CCOC(=O)C1CCCN(C(=O)c2ccc(-n3ccc4ccccc43)s2)C1 (configuration not stated)	-3%	.	.	-8%	8	.	.
54	COc1ccc(CN2CCN(C(=O)c3cc(C4CC4)nn3-c3ccccc3)CC2)cc1F	1%	5%	?	5%	33	204%[activator]	.
55	CC1CCC(=O)N(CCSc2ccccc2)CC1 (configuration not stated)	-16%	14%	-22%	-4%	121	-5%	0%
56	CC(=O)c1ccc(COC(=O)c2cc3ccccc3oc2=O)cc1	-12%	-5%	3%	-7%	7	-28%	-4%
57	O=C(N=C1SC2CS(=O)(=O)CC2N1c1cccc(Cl)c1Cl)C1CCCO1 (configuration not stated)	-2%	-6%	-1%	-23%	-28	-14%	4%

Reprinted at random: three compounds from above
item	SMILES	AmpC detergent	AMA1 RON2 block	HCV inh	TbPYK inhibitor	HCMV inh	AmpC no deterg	LmPK inhibitor
31	CC1(C)CC(=O)C(C(c2ccc3c(c2)OCO3)C2C(=O)CC(C)(C)CC2=O)C(=O)C1	.	-4%	.	?	-19	.	.
40	CCOC(=O)NC(=O)C(/C=N/c1sccc1C(=O)OC)=C(\C)O	2%	7%	0.56µM*	-2%	-5	-6%	3%
53	CCOC(=O)C1CCCN(C(=O)c2ccc(-n3ccc4ccccc43)s2)C1 (configuration not stated)	-3%	.	.	-8%	8	.	.
